Source: PubChem BioAssay (National Center for Advancing Translational Sciences (NCATS))
Cycloheximide cs: counter-screen for Shiga toxin inhibitors: cycloheximide protein synthesis inhibition; cell reporter, cycloheximide protein synthesis inhibition counterscreen; max response, %; actives 12% (n = 300,000); AID 2314; in the data active = max response mostly above about 13%, no sharp cut-off; inactive = mostly below about 14%; also: read at 38.3 µM for the half of the compounds with a filed dose; 0% is about no effect
Pf growth 48h: P. falciparum growth inhibition at 48 hours (one generation); P. falciparum luciferase growth in erythrocytes, 48 h; Potency, µM (series often up to 28.7 µM), for inactives: at the highest dose activity change, negative = inhibition, usual class: inhibitors; actives 5.9% (n = 310,000); AID 504832; also: potency is read from the fitted curve at half-maximal effect; % is scaled to controls: 0 for no effect and ±100 for the full control effect
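In quantitative HTS format, infected erythrocytes bearing luciferase-reporter parasites were treated for a single generation at 37 C. Luminescence after adding detection reagent served as the growth measure.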
LmPK inhibitor: blocks Leishmania mexicana pyruvate kinase activity | Potency, µM (highest dose often 57.5 µM), for inactives: top-dose activity change, negative = inhibition, most hits filed as inhibitors | actives 0.37% (n = 290,000) | purified LmPK, Kinase-Glo ATP luminescence, 1 h | Q27686; also: potency is read from the fitted curve at half-maximal effect; % is scaled to controls: 0 for no effect and ±100 for the full control effect
Target sequence (Q27686 whole entry, looked up): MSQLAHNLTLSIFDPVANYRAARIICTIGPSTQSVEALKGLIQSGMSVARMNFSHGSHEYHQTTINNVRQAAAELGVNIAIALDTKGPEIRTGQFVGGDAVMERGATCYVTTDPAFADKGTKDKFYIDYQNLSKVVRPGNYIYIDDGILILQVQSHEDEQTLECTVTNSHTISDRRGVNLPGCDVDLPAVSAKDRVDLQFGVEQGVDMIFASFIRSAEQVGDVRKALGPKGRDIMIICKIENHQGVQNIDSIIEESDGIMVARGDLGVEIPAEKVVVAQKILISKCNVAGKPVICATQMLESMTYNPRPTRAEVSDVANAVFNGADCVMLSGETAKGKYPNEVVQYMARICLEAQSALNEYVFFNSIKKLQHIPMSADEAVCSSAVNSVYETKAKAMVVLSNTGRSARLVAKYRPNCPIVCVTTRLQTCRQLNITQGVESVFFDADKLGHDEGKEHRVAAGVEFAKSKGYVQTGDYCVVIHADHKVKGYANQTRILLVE
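Screened at intermediate enzyme activity to detect both inhibitors and activators: LmPK at 0.1 nM, with a 0.5 nM enzyme column as activation reference. PEP 0.5 mM, ADP 0.1 mM; ATP detected by luminescence after 1 h.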
TbPYK inhibitor: inhibitors of Trypanosoma brucei pyruvate kinase; Q57TT1; TbPYK enzyme, Kinase-Glo Plus ATP luminescence, 45 min; Potency, µM (highest dose often 76.8 µM), for the others: top-dose activity, negative = inhibition, actives largely listed as inhibitors; actives 0.12% (n = 410,000); also: potency is read from the fitted curve at half-maximal effect; % is scaled to controls: 0 for no effect and ±100 for the full control effect; nearly all actives have a fitted effect of over 50% in size
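T. brucei PYK with substrate was exposed to pin-transferred compounds across a concentration series, then started with 130 uM ADP (final). After 45 min at room temperature, Kinase-Glo Plus luminescence was read, normalized and curve-fitted.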
Shiga toxin inh: blocks Shiga toxin action in Vero cells | Vero cells, Shiga toxin protein synthesis inhibition reporter | inhibition, % at 38.7 µM | actives 9.2% (n = 290,000); in the data active = inhibition mostly above about 28%, no sharp cut-off; inactive = mostly below about 43%; also: 0% is about no effect
AmpC no deterg: inhibitors of E. coli AmpC beta-lactamase without detergent; actives 0.52% (n = 330,000); AmpC nitrocefin hydrolysis, absorbance 480 nm, 0.0001% Triton; AID 485341; P00811; Potency, µM (series often up to 57.1 µM), without a hit: top-dose activity change, negative = inhibition, usual class: inhibitors;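 also: potency is read from the fitted curve at half-maximal effect; plate controls were no compound for no effect and no enzyme for full effect; nearly all actives have a fitted effect of over 20% in size; some results filed as inactive show a strong effect at the top dose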
Target sequence (P00811 whole entry, looked up): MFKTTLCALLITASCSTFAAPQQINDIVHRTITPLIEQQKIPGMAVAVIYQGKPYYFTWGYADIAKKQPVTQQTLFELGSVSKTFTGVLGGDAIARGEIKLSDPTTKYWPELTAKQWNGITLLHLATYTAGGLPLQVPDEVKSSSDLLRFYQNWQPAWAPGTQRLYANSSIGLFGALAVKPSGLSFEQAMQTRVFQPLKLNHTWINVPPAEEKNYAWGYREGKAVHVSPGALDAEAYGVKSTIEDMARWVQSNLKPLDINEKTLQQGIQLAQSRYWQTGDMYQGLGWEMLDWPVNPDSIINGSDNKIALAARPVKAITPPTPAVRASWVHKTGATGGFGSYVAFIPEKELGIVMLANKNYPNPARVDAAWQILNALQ
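AmpC (5.3 nM in the dispensed reagent) in 20 mM phosphate pH 7.0 with 0.01% (detergent screen) or 0.0001% Triton X-100 was preincubated with compounds for 15 min at room temperature. Nitrocefin was then added from an 800 uM solution, and hydrolysis was followed at 480 nm.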
Pf growth 96h: P. falciparum growth inhibition at 96 hour, primary screen for plastid delayed-death inhibitors; P. falciparum luciferase reporter growth, 96 h; Potency, µM (top dose mostly 28.7 µM), for the others: at the top dose activity change, negative = inhibition, actives largely listed as inhibitors; actives 6.9% (n = 320,000); also: potency is read from the fitted curve at half-maximal effect; % is scaled to controls: 0 for no effect and ±100 for the full control effect
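Luminescence readout: decreased luciferase signal marks inhibited growth of reporter-expressing P. falciparum in infected red cells (2% hematocrit, 0.05% parasitemia final), exposed to compound two generations (96 h, 37 C, 5% CO2).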
The depositor's hits bear a star; ? = inconclusive; . = no result given; & = joins results of further samples; [ ] = remark or other dose. Unless noted, calls follow the shape of the dose curve; as a rule, active = well fitted curve in the direction sought with a large enough effect; inconclusive = small, poorly fitted or top-dose-only effect, or another doubt; inactive = no such curve, though single readings can be large; an effect the other way counts as inactive or inconclusive.

SMILES	Cycloheximide cs	Pf growth 48h	LmPK inhibitor	TbPYK inhibitor	Shiga toxin inh	AmpC no deterg	Pf growth 96h
O=C(CSc1nnnn1-c1ccccc1)NCc1ccco1	2	11%	6%	-7%	10	-17%	-4%
Cc1ccc2cccc(NC(=S)NC(=O)c3ccccc3)c2n1	5	?	0%	1%	11	-42%	37%[activator]
CCCc1[nH]nc2c1C(c1ccc(Br)s1)C(C#N)=C(N)O2 (stereo not given)	-4	.	-3%	-5%	-9	-35%	?
COc1cc(/C=N/N2CCN(c3ccc(Cl)cc3)CC2)cc(OC)c1OC(C)=O	-2	8%	5%	5%	-2	2%	?
S=C(NCCc1ccncc1)Nc1ccccc1	8	0%	2%	1%	-8	-35%	?
O=C(CCC(=O)NNC(=O)c1ccc([N+](=O)[O-])cc1)NCc1ccccc1	7	12%	-3%	3%	-11	-1%	20%
O=C(NC(=S)NCCN1CCOCC1)c1ccccc1Br	-3	?	-3%	-6%	12	-2%	-15%
CCOC(=O)C1=C(COC(=O)c2cc(OC)c(OC)c(OC)c2)NC(=O)NC1C (stereo not given)	.	?	.	-3%	.	-1%	4%
Cc1cc(=O)[nH]c2c1c(-c1ccccc1)nn2C	0	-5%	1%	2%	-7	-6%	0%
Cc1ccc(-c2c[n+](=O)c3c(n2[O-])CCC3)cc1	11	42%[activator]	1%	2%	19	0%	32%[activator]
COC(=O)COc1ccc(C2Nc3c(Cl)ccc(C(=O)O)c3C3C=CCC32)cc1 (stereo not given)	-7	-26%	-7%	?	-14	-27%	?
CCOc1ccc(S(=O)(=O)NC(C)C(=O)NC2CCCC2)cc1 (stereo not given)	-3	0%	5%	0%	-7	-7%	?
OCCC1CN(Cc2cccn2-c2ncccn2)CCN1CCc1ccccc1 (stereo not given)	-3	-25%	11%	7%	-3	-11%	0%
COCCn1nnnc1C(c1ccc(O)c(OC)c1)N1CCc2ccccc2C1 (stereo not given)	12	14%	20%	-24%	30	-22%	46%[activator]
Cn1c2ccccc2c2c(C(=O)N3CCC4(CC3)OCCO4)cn(C3CCCCC3)c(=O)c21	-5	.	6%	-5%	-19	117%[activator]	?
Cc1cc(C)c(C)c(S(=O)(=O)Nc2ccc(C(=O)N3CCCC3)cc2)c1C	2	9%	10%	4%	-14	57%	1%
COc1ccccc1OCC(=O)NCCNC(=O)COc1ccccc1OC	-5	?	-1%	-18%	-7	129%[activator]	2.3µM*
O=C(CCc1ccccc1)NC1CCCc2ccccc21 (stereo not given)	-2	-12%	-1%	2%	6	-10%	14%
Cc1cc(=O)oc(C)c1C(=O)NCCC(C)C	-2	25%	3%	-10%	-1	-8%	4.1µM*
CCC(C)(C)n1nnnc1C(c1ccncc1)N1CCC(Cc2ccccc2)CC1 (stereo not given)	-3	.	7%	4%	-16	134%[activator]	80%[activator]
O=C(Nc1ccccc1C(F)(F)F)c1ccsc1	4	21%	0%	9%	-6	-4%	0%
CN(CC(=O)Nc1c(Cl)cccc1Cl)C(=O)c1cc2ccccc2cc1O	.	?	.	1%	.	-5%	?
Cc1ccc2c(c1)nnn2C1CCN(S(C)(=O)=O)CC1	-3	-22%	0%	-1%	22	1%	10%
Cc1ccc(NC(=O)COC(=O)C2=COCCO2)c([N+](=O)[O-])c1	26*	21%	-5%	3%	38	-6%	-2%
C=CCn1c(O)c(/C=C2\C=NN=C2c2ccccc2)sc1=S	-2	2%	4%	4%	-9	?	-2%

Structures from the list above with bromine, in the order listed:
SMILES	Cycloheximide cs	Pf growth 48h	LmPK inhibitor	TbPYK inhibitor	Shiga toxin inh	AmpC no deterg	Pf growth 96h
CCCc1[nH]nc2c1C(c1ccc(Br)s1)C(C#N)=C(N)O2 (stereo not given)	-4	.	-3%	-5%	-9	-35%	?
O=C(NC(=S)NCCN1CCOCC1)c1ccccc1Br	-3	?	-3%	-6%	12	-2%	-15%

(continued)
SMILES	Cycloheximide cs	Pf growth 48h	LmPK inhibitor	TbPYK inhibitor	Shiga toxin inh	AmpC no deterg	Pf growth 96h
Cc1ccc(S(=O)(=O)NCc2c(-c3ccccc3)noc2C)cc1	-3	-20%	9%	-1%	7	-24%	?
CCCOc1ccc(/C=C/C(=O)O)cc1OC	-1	3%	-3%	-15%	-3	-7%	16%
COc1ccc(/C=C/C(=O)Nc2nc(C)c(C(=O)N(C)C)s2)cc1	-2	17%	0%	0%	14	-15%	-4%
CCN(CC)CCNc1nc(-c2ccccc2)nnc1C(F)(F)F	6	-21%	1%	-24%	-6	-6%	?
COCCCN1Cc2cccc(C(=O)O)c2C1=O	3	.	3%	-2%	17	-2%	8.3µM*
Cc1csc(NC(=O)c2ccc(-c3ccc(Cl)cc3Cl)o2)n1	11	?	1%	-12%	10	-21%	4.7µM*
Cc1cc(C(=O)NN=C2C3CC4CC(C3)CC2C4)c2ccccc2n1	-2	28%	-5%	5%	-6	-10%	83%[activator]
CC(CC1C(C#N)=C(N)OC2=C1C(=O)CCC2)c1ccccc1 (stereo not given)	-2	-6%	1%	-5%	-12	-30%	3%
CCCCNC(=O)c1ccc2c(c1)N(CC)C(=O)CS2	-3	-22%	-2%	1%	20	-2%	25%
CC(NC(=O)c1ccco1)c1ccc2c(c1)OCO2 (stereo not given)	-2	-10%	-8%	8%	-15	6%	-13%
N#Cc1c(N)n(-c2cccc(O)c2)c2nc3ccccc3nc12	8	?	4%	-1%	27	-15%	?
CCOc1ccc2nc(NC(=O)Nc3ccccc3)sc2c1	22*	.	-4%	1%	89	-28%	-1%
CC(NC(=O)COc1ccc(N(C)S(=O)(=O)c2ccccc2)cc1)c1ccccc1 (stereo not given)	-2	?	3%	-9%	19	-2%	?
COc1ccc(N2CCN(CC(=O)NC(=O)NC(C)(C)C)CC2)cc1	8	-15%	4%	-1%	-4	12%	38%[activator]
CCOc1ccc(C(=O)N2CCCC2C(=O)O)cc1 (stereo not given)	-3	8%	-4%	7%	25	-9%	77%[activator]
Cc1ccc(C)c(NC(=O)C2Cc3ccccc3CN2C(=O)OCc2ccccc2)c1 (stereo not given)	-3	?	6%	4%	-21	?	?
O=C(N/N=C/c1c(O)n(-c2ccc(Cl)cn2)c(=O)c2ccccc12)C1CC1	4	-28%	1%	1%	-4	-26%	44%[activator]
COc1cc(C(=O)NC(=S)Nc2ccccc2N2CCCC2)cc(OC)c1OC	2	0%	0%	5%	-4	84%[activator]	-11%
COc1ccc(Cc2nc3ccccc3n2CC(=O)N/N=C/c2ccc(C)cc2O)cc1OC	1	0%	5%	1%	16	85%[activator]	-17%
CCOc1ccc(N(CC(=O)Nc2cc(C)ccc2C)S(=O)(=O)c2c(C)[nH]c(=O)[nH]c2=O)cc1	6	-29%	-1%	4%&8%	5	-25%	3%
COC(=O)C(C)Oc1ccc2c3c(c(=O)oc2c1)CCCCC3 (stereo not given)	12	-1%	9%	3%	-2	47%	.
CNC(=O)c1ccsc1NC(=O)CCS(=O)(=O)c1ccc(F)cc1	.	1%	.	1%	.	-12%	23%
CCN(CC)S(=O)(=O)c1cccc(-c2nnc(SCc3nc4ccccc4s3)o2)c1	23*	.	-1%	-8%	82	-2%	?
CC(C)CCOC(=O)C[N+](C)(C)CCOC1CC2CCC1(C)C2(C)C (stereo not given)	1	?	13%	3%	-7	134%[activator]	246%[activator]
COc1cccc(CN(C)S(=O)(=O)c2cccs2)c1	9	37%[activator]	0%	3%	-1	-17%	44%[activator]

Next entries.
SMILES	Cycloheximide cs	Pf growth 48h	LmPK inhibitor	TbPYK inhibitor	Shiga toxin inh	AmpC no deterg	Pf growth 96h
Cc1cc(/C=N/Nc2ccc([N+](=O)[O-])cn2)c(C)n1-c1cccc(C(=O)O)c1	28*	8%	0%	0%	82*	-36%	20%
O=C(NCCc1ccccc1)c1c(F)cccc1F	39*	169%[activator]	1%	-9%	99*	-7%	356%[activator]
CC1CCCN(C(=O)CSc2nnc(-c3ccc(O)cc3)o2)C1 (stereo not given)	-1	-3%	-14%	-1%	28	-19%	10%
COc1ccc(N2CCN(CCCn3c(=S)[nH]c4ccccc4c3=O)CC2)cc1	9	?	6%	0%	22	-21%	?
CC1CCCC/C1=N/Nc1ccc([N+](=O)[O-])cc1[N+](=O)[O-] (stereo not given)	-5	.	-13%	0%	30	-17%	237%[activator]
O=C(Cc1cccs1)N/N=C/c1ccccc1	15	27%	0%	-13%	27	-30%	7%
CC(C)NC(=O)c1ccccc1S(=O)c1ccccc1C#N (stereo not given)	-4	-1%	-1%	3%	-26	-6%	37%[activator]
CCOc1ccc(C(=O)NCC(c2ccco2)N2CCOCC2)cc1 (stereo not given)	.	-24%	.	-1%	.	-1%	21%
CCC(C(=O)OC)n1cnc2c(oc3ccccc32)c1=O (stereo not given)	-3	25%	-3%	1%	27	-14%	-15%
COc1ccc(/C=C/C(=O)NCC(=O)n2nc(C)cc2C)cc1	-1	-10%	1%	7%	4	-10%	10%
O=C(NCC(c1ccco1)N1CCOCC1)c1ccc([N+](=O)[O-])cc1 (stereo not given)	-3	-5%	-10%[11.5 µM]	0%	7	-13%	4%
NC(=O)c1nsc(C(=O)N(c2ccccc2)C(C(=O)NCC2CCCO2)c2cccs2)c1N (stereo not given)	-3	-3%	5%	-2%	-20	24%	?
CC1CCN(S(=O)(=O)c2ccc(NC(=O)CSc3ncccc3C(=O)O)cc2)CC1	-1	-7%	-2%	-2%	-16	-24%	-9%
CCOC(=O)Cc1csc(NC(=O)c2sc3nc4ccc(CC)cc4cc3c2N)n1	24*	133%[activator]	?	-7%	81*	50%	35%[activator]
Cc1ccc(C(=O)NCCN2C3=NC[C@H](C)N3C[C@H]2Cc2ccc(O)cc2)cc1Br	-1	?	4%	-3%	-13	-14%	13µM*
CC1CN(C(=O)c2ccc(S(=O)(=O)Nc3ccccc3F)cc2)CC(C)O1 (stereo not given)	.	-25%	.	3%	.	-14%	6%
CCOc1ccc(OCCOc2ccc(/C=C/C(=O)O)cc2OCC)cc1	2	-18%	1%	-4%	2	-11%	-2%
CC(C)(C)OC(=O)COc1cc(OCC(=O)OC(C)(C)C)c2c(=O)cc(-c3ccccc3)oc2c1	-3	?	24%	-15%	6	172%[activator]	?
CCN(CC)S(=O)(=O)c1ccc(OC)c(NC(=O)Cn2cnc3c2c(=O)n(C)c(=O)n3C)c1	-2	0%	-9%	3%	-30	-6%	1%
CN(C)c1ccc(/C=N/NC2=NS(=O)(=O)c3ccccc32)cc1	-3	?	-3%	-6%	-3	-21%	-2%
O=C(NCC(c1ccco1)N1CCCCC1)c1ccc2c(c1)S(=O)(=O)c1ccccc1C2=O (stereo not given)	-2	0%	12%	-3%	4	-6%	?

By substructure, the entries above with a CF3 group
SMILES	Cycloheximide cs	Pf growth 48h	LmPK inhibitor	TbPYK inhibitor	Shiga toxin inh	AmpC no deterg	Pf growth 96h
O=C(Nc1ccccc1C(F)(F)F)c1ccsc1	4	21%	0%	9%	-6	-4%	0%
CCN(CC)CCNc1nc(-c2ccccc2)nnc1C(F)(F)F	6	-21%	1%	-24%	-6	-6%	?

Compounds as they come; overall some 22% were active at least once.
